SENP8 block-1 – blocks human SENP8 cleavage of Nedd8 substrate. inhibition, % at 20 µM. 0.64% of 360,000 active. AID 602440. recombinant SENP8, Nedd8 substrate fluorescence. Q96LD8; in the data active means inhibition mostly above about 40%, no sharp cut-off; inactive means mostly below about 27%
SENP6 block – inhibitors of human SENP6 protease; 1.8% of 330,000 active; AID 2599; Recombinant SENP6 catalytic domain, aminoluciferin luminescence; Q9GZR1; inhibition, % at 10 µM;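 active means inhibition above about 50% at the single tested dose, limit read from the data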;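 further: plate controls were DMSO wells with enzyme for no effect and DMSO wells lacking enzyme for full effect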
SENP1 inh – blocks the human SENP1 SUMO protease catalytic domain. 0.21% of 360,000 active. AID 624204. Q9P0U3. inhibition, % at 10 µM. recombinant SENP1 catalytic domain, CyPet-SUMO1-YPet FRET cleavage;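 active means inhibition at least 30% at 10 µM, raw YFP signal under a set limit, fluorescence ratio 0.5 to 1.5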;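 further: 0% = enzyme with DMSO and 100% = no enzyme wells; some results filed as inactive read as strong as hits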
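Test system: recombinant human SENP1 catalytic domain, His6-tagged / Medium: pH 8 Tris buffer with EDTA, NaCl, BME, BSA, NP40, catalase / Also added: SUMO1 FRET substrate flanked by Cypet and Ypet, 25 nM / Times: 50 min reaction at room temperature / Signal: FRET, CFP and YFP emission / Control set: no-enzyme low control and enzyme-plus-DMSO high control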
UBC13 inh – human UBC13 polyubiquitination inhibition; P61088; UBC13 polyubiquitin chain formation, TR-FRET; inhibition, % at 20 µM; 0.47% of 330,000 active; in the data active means inhibition above about 45%, passing the limit was not always enough; inconclusive means no clear call, values can overlap the other calls
SENP8 block-2 – SENP8 protease inhibition; purified SENP8, Z-RLRGG-aminoluciferin cleavage, luminescence; inhibition, % at 10 µM; 1.2% of 330,000 active; AID 2540; in the data active means inhibition above about 50%
Apaf1 inhib – inhibitors of human Apaf-1 apoptosome; inhibition, % at 20 µM; reconstituted apoptosome caspase-3 activity, DEVD-Rh110 fluorescence; AID 489030; O14727; 0.71% of 330,000 active; active means inhibition of at least 40% at 20 µM;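 further: plate controls were DMSO wells for no effect and DEVD-CHO caspase inhibitor wells for full effect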
Target sequence (O14727 whole entry, looked up): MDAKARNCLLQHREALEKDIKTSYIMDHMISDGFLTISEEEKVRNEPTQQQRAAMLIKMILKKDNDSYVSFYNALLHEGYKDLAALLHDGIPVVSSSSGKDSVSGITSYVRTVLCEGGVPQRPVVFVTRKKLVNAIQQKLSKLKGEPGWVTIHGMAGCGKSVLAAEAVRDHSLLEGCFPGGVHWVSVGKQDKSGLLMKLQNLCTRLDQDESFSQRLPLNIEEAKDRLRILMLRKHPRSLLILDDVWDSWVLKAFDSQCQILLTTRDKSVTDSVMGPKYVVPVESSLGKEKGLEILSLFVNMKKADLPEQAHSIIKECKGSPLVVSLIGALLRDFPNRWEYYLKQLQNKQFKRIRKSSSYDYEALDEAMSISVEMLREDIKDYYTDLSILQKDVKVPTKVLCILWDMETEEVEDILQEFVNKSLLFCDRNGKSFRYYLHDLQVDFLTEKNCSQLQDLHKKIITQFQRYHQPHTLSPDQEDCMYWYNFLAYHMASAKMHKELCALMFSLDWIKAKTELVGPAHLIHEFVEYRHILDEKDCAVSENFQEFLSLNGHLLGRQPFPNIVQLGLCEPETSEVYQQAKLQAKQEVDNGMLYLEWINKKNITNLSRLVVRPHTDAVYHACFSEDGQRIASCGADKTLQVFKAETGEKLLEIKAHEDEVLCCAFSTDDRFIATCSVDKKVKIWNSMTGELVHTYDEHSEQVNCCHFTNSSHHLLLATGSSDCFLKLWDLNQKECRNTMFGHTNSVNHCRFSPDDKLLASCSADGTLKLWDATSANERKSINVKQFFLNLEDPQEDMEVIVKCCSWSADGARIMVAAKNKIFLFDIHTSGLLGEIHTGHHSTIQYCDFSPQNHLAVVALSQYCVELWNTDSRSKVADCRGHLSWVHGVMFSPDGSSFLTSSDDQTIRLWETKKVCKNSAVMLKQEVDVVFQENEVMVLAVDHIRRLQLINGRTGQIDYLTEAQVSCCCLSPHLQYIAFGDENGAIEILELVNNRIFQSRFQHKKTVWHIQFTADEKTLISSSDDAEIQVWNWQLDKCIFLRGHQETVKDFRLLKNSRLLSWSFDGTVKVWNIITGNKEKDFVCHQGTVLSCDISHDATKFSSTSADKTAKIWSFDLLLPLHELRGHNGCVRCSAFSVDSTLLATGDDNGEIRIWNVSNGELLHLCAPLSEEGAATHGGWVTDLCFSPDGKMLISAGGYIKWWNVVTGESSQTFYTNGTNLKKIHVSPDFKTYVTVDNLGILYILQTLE
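Material: reconstituted apoptosome with Apaf-1, cytochrome c, caspase-9, procaspase-3, dATP. Technique: Rh110 fluorescence intensity. Buffer or medium: pH 7.5 Hepes buffer with CHAPS, BSA, DTT. Times: 30 min plus 50 min, RT.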
APOBEC3G inh – inhibitors of human APOBEC3G DNA deaminase; 0.28% of 330,000 active; AID 493012; recombinant A3G, ssDNA deamination FAM/TAMRA fluorescence; inhibition, % at 20 µM; Q9HC16;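 active means inhibition of at least 40% at 20 µM, with no more than 30% in the related APOBEC3A deaminase screen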;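 further: plate controls were DMSO wells with A3G for no effect and wells lacking A3G enzyme for full effect; some compounds called inactive have numbers as strong as hits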
SENP7 block – inhibitors of human SENP7 protease. inhibition, % at 5 µM. 1.5% of 330,000 active. recombinant SENP7, Z-RLRGG-aminoluciferin luminescence, 40 min. AID 434973. Q9BQF6;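 active means inhibition above about 50% at the single test dose, limit read from the data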;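 further: plate controls were DMSO with enzyme for no effect and no enzyme buffer wells for full effect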
The depositor's hits bear a star; i = inactive; ? = inconclusive.

SMILES	SENP8 block-1	SENP6 block	SENP1 inh	UBC13 inh	SENP8 block-2	Apaf1 inhib	APOBEC3G inh	SENP7 block
CNC(=O)CC(CC(=O)c1ccccc1)c1ccccc1 (stereo unspecified)	19.7	2.0	0.2	5.6	-1.5	-3.2	-9.7	7.7
Cc1cc(C)c(S(=O)(=O)Nc2ccncc2)cc1C	9.9	-0.3	-1.0	4.0	-3.3	-7.8	-9.0	2.5
CC(Sc1cccc(C(F)(F)F)c1)C(=O)NC(N)=O (stereo unspecified)	6.1	0.6	2.7	3.2	-6.3	-11.5	-4.6	-3.0
COCc1cc(C)nc(Nc2ccc(C)c(C)c2)c1C#N	-73.8	-11.7	-3.5	23.3	-6.5	-8.4	-2.2	-3.0
COc1ccccc1CN1CC(C(=O)NCCN2CCNC2=O)CCC1=O (stereo unspecified)	7.2	-1.5	2.9	-1.2	-14.5	-2.3	-6.1	12.2
COc1ccc(-n2cccc2/C=C2\C(=N)N3N=C(C(C)C)SC3=NC2=O)cc1	16.3	15.9	-5.4	-17.5	-4.7	-0.5	-4.7	-13.4
CN(Cc1c(F)cccc1Cl)C(=O)c1ccc(NC(=O)CC2SC(N3CCCCC3)=NC2=O)cc1 (stereo unspecified)	12.1	-10.9	2.2	11.3	-0.8	18.3	-4.4	2.3
COC(=O)Nc1sccc1C(=O)Nc1sccc1C(=O)OC	-280.2	-26.7	-5.2	3.2	-1.9	-12.8	-6.2	5.6
Cc1ccc(S(=O)(=O)N=Nc2c(O)[nH]c3ccccc23)cc1C	14.5	-8.0	0.2	-7.0	-6.3	-1.7	-0.1	-4.8
CSCCC(NC(=O)c1ccccc1Cl)C(=O)NCC(c1cccs1)N(C)C (stereo unspecified)	3.2	-5.8	0.5	3.1	-2.1	-4.4	-8.3	1.0
CC(C)Oc1ccc(S(=O)(=O)N2CCCCC2)cc1NC(=O)C1=COCCO1	16.0	-9.2	2.8	0.3	-5.7	6.1	-4.5	2.0
CCOc1cc(/C=C(/C#N)c2nc3ccccc3[nH]2)ccc1OCc1ccc(C(=O)O)o1	-334.2	-3.0	-22.2	-19.0	-7.0	3.8	-4.0	1.5
Cc1cc(NC(=O)CSc2nnc(C3COc4ccccc4O3)n2N)no1 (stereo unspecified)	42.7*	-12.7	2.5	-3.1	-0.6	11.9	-2.0	12.7
O=C(CCSc1ccccc1)NC1CCCC1	12.6	-12.7	1.2	1.1	-6.9	3.5	-3.1	4.5
COc1ccc(/C(C)=N/NC(=O)c2ccccc2N)cc1	-452.5	8.4	0.7	-6.9	5.1	-0.9	-6.4	5.5
Cc1ccc(F)c(CNC(=O)C2CCC(=O)N(CCCN3CCCC3=O)C2)c1F (stereo unspecified)	16.1	-4.7	-1.7	10.8	-3.8	-5.5	-7.2	0.5
O=C(COC(=O)CSc1ccc([N+](=O)[O-])cc1)NCCCc1ccccc1	5.2	-2.8	9.6	-6.4	-4.1	18.3	-3.6	5.2
COc1ccc(-c2c(C)nn3c(N4CCC(C(=O)N5CCCCC5)CC4)cc(C)nc23)cc1OC	-21.1	10.1	1.9	?	10.1	7.2	-3.9	-0.7
O=C(/C=C/c1ccco1)Nc1cccc(NC(=O)/C=C/c2ccco2)n1	-72.0	8.7	-28.5	-6.7	11.4	12.6	27.9	-2.6
O=C(O)COc1ccccc1-c1ccccc1	14.0	-25.9	-0.1	-3.5	-1.9	-3.2	-6.8	-10.4
Clc1ccc(CN2CCC(c3nc4ccc(Cl)cc4[nH]3)CC2)cc1	-73.5	-13.9	8.4	7.8	-10.0	8.2	4.8	-0.4
O=C(COc1ccc(Cl)cc1)NCCSc1ccccc1	35.7	-7.3	2.4	-7.8	-7.4	12.3	-3.1	-7.6
CCC(=O)N1CCc2cc(Br)cc(S(=O)(=O)CCC(=O)NCC3CCCO3)c21 (stereo unspecified)	21.3	-4.1	3.1	-7.5	-4.7	7.1	-2.9	-4.0
CS/C(=N\S(=O)(=O)c1ccccc1)c1ccccc1	12.5	-14.7	2.8	-1.8	0.1	-2.5	-3.2	-0.1
COC(=O)/C(C#N)=C1/SC=C(C)N1c1ccccc1	17.0	-7.7	1.1	-11.4	-5.5	-2.3	-5.3	5.4
O=C1C[C@@H](c2ccccc2)Oc2cc(O)cc(O)c21	12.4	8.4	-0.3	0.9	1.7	4.2	-8.0	0.0
COC(=O)c1ccccc1NC(=O)CSCC(=O)Nc1ccccc1	-4.8	-14.4	4.5	-7.4	-15.2	-2.8	-13.2	-2.1
CC(=O)c1coc2c1cc(O)c1ccccc12	15.5	2.8	-3.6	-3.7	-7.6	9.8	-0.2	11.4
O=C(NCCCO)c1cc2c([nH]c3ccccc32)c(-c2ccc(F)cc2)n1	-316.9	-14.2	-28.3	6.3	3.5	4.5	-5.2	4.5
O=S(=O)(NC1CCCCC1)c1ccc(Cl)nc1	10.0	0.7	1.3	49.9*	-4.8	-5.9	-3.2	-4.1
O=C(CSc1n[nH]c(=O)n1C1CC1)c1c[nH]c2ccccc12	11.0	-13.6	13.7	-5.0	-13.4	0.9	-6.0	-6.8
CC(=O)Nc1ccc(NC(=O)C(C)OC(=O)COc2ccc(Nc3ccccc3)cc2)cc1 (stereo unspecified)	-7.5	4.2	-1.4	1.5	10.0	-14.2	6.2	-4.8
CCCCn1c(NCCC)nc2c1c(=O)[nH]c(=O)n2C	19.2	-2.4	0.3	-2.3	-1.0	-7.4	-2.8	1.7
CCCSc1ncnc2sc(C)c(C)c12	8.0	-2.2	0.3	1.1	-8.8	13.3	-9.9	-11.4
COc1cccc(-c2cc(=O)c3cc(NC(C)=O)ccc3[nH]2)c1	i	-11.0	0.8	4.7	-2.5	-2.5	-1.2	-2.7
O=C(CC1c2ccccc2Oc2ccccc21)Nc1ccccc1F	8.1	-7.2	0.0	7.7	7.7	0.7	-6.8	-4.9
Cc1cc(C)nc(NC(=O)c2c(Cl)cccc2Cl)n1	15.1	-3.7	1.3	-4.2	4.7	-10.4	-2.8	12.3
COc1cc(/C=N/N2CCN(C3c4ccccc4-c4ccccc43)CC2)ccc1O	21.1	-11.9	-2.9	5.3	-4.7	4.6	-0.2	-4.2
COc1ccc(CCC(N)=O)cc1OC	19.5	-3.8	2.7	-4.8	7.8	-7.2	-3.8	2.0
CCN(CC(=O)Nc1ccc(S(=O)(=O)N2CCCC2)cc1)CC(=O)Nc1cccc(OC)c1	33.4	-13.2	1.1	-0.9	-9.2	-20.7	-6.8	-6.2
C=C(C)C(=O)Oc1ccc(N2C(=O)CCC2=O)cc1	28.8	1.4	1.7	10.5	1.9	-25.8	-7.4	-4.1
CC1Cc2ccccc2N1C(=O)COC(=O)c1ccc([N+](=O)[O-])o1 (stereo unspecified)	42.5*	25.7	-0.7	45.0	3.5	26.6	-3.1	18.1
Cc1ccc(S(=O)(=O)N(C)C)cc1NC(=O)CN1CCN(Cc2ccccc2)CC1	10.1	-29.9	0.4	-5.0	-9.8	4.0	-3.4	-11.5
CN(C)S(=O)(=O)c1ccc(Nc2ccc(-c3ccc4c(c3)OCCO4)nn2)cc1	-13.1	1.4	1.7	1.6	6.8	-4.6	-4.4	3.0
CCCS(=O)(=O)Nc1c(C(=O)OC)[nH]c2ccccc12	-43.4	-2.9	2.2	-10.2	-7.0	-1.1	-7.9	0.7
COc1ccc(NC(=O)Nc2ccccc2SC)cc1OC	1.0	18.1	0.9	5.4	9.6	-12.3	-4.5	13.2
O=c1oc2ccccc2c2c1C(c1ccc(Cl)cc1)Nc1ccc3ccccc3c1-2 (stereo unspecified)	-396.0	-5.8	-71.4	-9.7	-14.7	17.5	-4.6	-3.5
CCc1sc(C(=O)Nc2cc(S(=O)(=O)N3CCOCC3)ccc2OC)cc1C	2.4	-5.9	-0.3	6.4	-6.8	10.2	-7.5	-16.3
CCc1nc(SCC(=O)N2CCC(C)CC2)c2c(=O)n(C)c(=O)n(C)c2n1	7.0	-0.3	-0.2	5.6	-0.7	-1.1	-8.6	1.0
CCCOc1ccc(CC2CCC(=O)NC2=O)cc1 (stereo unspecified)	23.1	7.9	0.8	3.9	-1.2	-7.8	-8.9	-1.3
CC1(C)CC(=O)c2sc(NC(=O)CN3CCCCC3)nc2C1	-44.8	-0.8	0.0	-4.0	-0.2	-3.9	-0.6	5.2
CCn1cc(C(=O)NC2CCCc3c2cnn3-c2cccc(C)c2C)cn1 (stereo unspecified)	2.9	-0.4	0.9	1.9	1.9	0.6	1.2	-8.3
COC(=O)c1cc(COc2ccc3c4c(c(=O)oc3c2)CCCC4)c(C)o1	-287.0	4.8	-51.7	11.9	0.1	1.4	1.9	6.0
O=S(=O)(NC1=NCCCCC1)c1ccc(F)cc1	3.6	-13.8	0.1	-11.3	-2.2	-14.8	-5.9	0.5
COc1ccc(N=C(C)C2=C(O)c3ccccc3C2=O)cc1	16.5	87.4*	3.1	-0.5	73.0*	8.3	-7.1	76.9*
COc1cccc(-c2noc(CCC(=O)Nc3cccnc3)n2)c1	24.9	-18.5	2.0	7.2	-3.4	0.0	-2.2	1.4
CC(C)OP(=O)(OC(C)C)C(Nc1ccccc1)c1cccc2c1OCO2 (stereo unspecified)	19.7	-0.5	0.1	5.1	-4.6	6.8	-6.6	-1.1
Cc1cc(NC(=O)c2ccc(Cl)cc2Cl)no1	7.3	-20.5	1.4	5.0	-2.7	-4.2	-7.8	-0.2
Cc1noc(C)c1CSc1nc2[nH]ncc2c(=O)n1-c1ccccc1	20.0	-11.9	2.7	-4.6	-5.8	10.5	-4.7	-6.3
Cc1ccccc1CCNC(=O)CCn1nc(C)c2c(C)n(-c3ccccc3)nc2c1=O	24.0	-17.6	0.6	-5.0	-9.7	-0.2	-3.2	2.6

Individual results from above:
`CCn1cc(C(=O)NC2CCCc3c2cnn3-c2cccc(C)c2C)cn1` (stereo unspecified) in SENP6 block = -0.4
`Cc1noc(C)c1CSc1nc2[nH]ncc2c(=O)n1-c1ccccc1` in SENP8 block-2 = -5.8

Results in SENP8 block-2 (four entries from above):
SMILES | SENP8 block-2
Cc1cc(NC(=O)c2ccc(Cl)cc2Cl)no1 | -2.7
COc1cccc(-c2noc(CCC(=O)Nc3cccnc3)n2)c1 | -3.4
CCn1cc(C(=O)NC2CCCc3c2cnn3-c2cccc(C)c2C)cn1 (stereo unspecified) | 1.9
CC1(C)CC(=O)c2sc(NC(=O)CN3CCCCC3)nc2C1 | -0.2

The list goes on:
SMILES	SENP8 block-1	SENP6 block	SENP1 inh	UBC13 inh	SENP8 block-2	Apaf1 inhib	APOBEC3G inh	SENP7 block
CC(C)Cc1nnc(NC(=O)CCC(=O)N2CCN(c3ccccn3)CC2)s1	1.0	-4.5	-0.6	-10.9	-9.7	5.6	-8.0	-13.7
CCCn1nc(C(=O)NNC(=O)c2ccc(C)c(C)c2)c2ccccc2c1=O	11.1	0.8	0.2	10.9	4.6	3.7	2.6	-0.6
O=C(COc1ncnc2ccccc12)Nc1ccc(Cl)c(S(=O)(=O)N2CCOCC2)c1	22.3	5.7	2.9	1.6	1.1	-16.6	-3.6	6.6
O=C(N/C=C\c1ccccc1)NCc1ccc(Cl)cc1Cl	8.7	-6.2	-0.1	-1.8	10.5	5.4	-2.5	-3.8
CCc1ccccc1N(C)S(=O)(=O)c1ccc2[nH]cc(C(=O)O)c(=O)c2c1	-96.8	-22.7	-5.9	-1.1	-16.2	9.7	-4.8	-5.9
CCN1CCN(C(C(=O)NC2CCCCC2)c2ccc(Cl)cc2)CC1 (stereo unspecified)	20.9	-1.0	3.6	8.8	-1.5	4.2	-5.4	2.6

Source: PubChem BioAssay (Sanford-Burnham Center for Chemical Genomics)
